Screening data from PubChem BioAssay.
SIRT5 block = blocks human SIRT5 desuccinylation of peptide; inhibition, % at 15 µM; AID 652115; actives 1.1% (n = 330,000); Purified SirT5, succinyl-peptide AMC, trypsin-coupled fluorescence; in the data active = inhibition above about 15%
Cneo AK release = causes C. neoformans cell lysis; actives 0.2% (n = 360,000); adenylate kinase release luminescence, 4 h; normalised: neutral wells 0, clomiphene wells 100; lysis activity, % at 15 µM;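 active = mean lysis activity across replicates of at least 80%, whatever share of replicates individually reach that level; inactive = mean lysis activity below 80%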
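Material: C. neoformans cells; Schedule: 4 h static compound exposure, 37 °C, read 1 h post-reagent; Measured by: adenylate kinase release luminescence; Read-out: signal increase indicating cell lysis; Controls: Clomiphene as positive lysis control.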
ERAP1 HTS inh = ERAP1 (human) enzyme inhibition | actives 0.15% (n = 340,000) | inhibition, % at 10.7 µM | recombinant ERAP1, Leu-AMC fluorescence, 60 min | Q9NZ08;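 active = mean replicate inhibition of at least 30%, or all replicates individually reaching that 30% level; inactive = mean below 30% and not every replicate reaching it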;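 note: 0% = neutral control wells and 100% = L-leucinethiol positive control wells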
Target sequence (Q9NZ08 whole entry, looked up): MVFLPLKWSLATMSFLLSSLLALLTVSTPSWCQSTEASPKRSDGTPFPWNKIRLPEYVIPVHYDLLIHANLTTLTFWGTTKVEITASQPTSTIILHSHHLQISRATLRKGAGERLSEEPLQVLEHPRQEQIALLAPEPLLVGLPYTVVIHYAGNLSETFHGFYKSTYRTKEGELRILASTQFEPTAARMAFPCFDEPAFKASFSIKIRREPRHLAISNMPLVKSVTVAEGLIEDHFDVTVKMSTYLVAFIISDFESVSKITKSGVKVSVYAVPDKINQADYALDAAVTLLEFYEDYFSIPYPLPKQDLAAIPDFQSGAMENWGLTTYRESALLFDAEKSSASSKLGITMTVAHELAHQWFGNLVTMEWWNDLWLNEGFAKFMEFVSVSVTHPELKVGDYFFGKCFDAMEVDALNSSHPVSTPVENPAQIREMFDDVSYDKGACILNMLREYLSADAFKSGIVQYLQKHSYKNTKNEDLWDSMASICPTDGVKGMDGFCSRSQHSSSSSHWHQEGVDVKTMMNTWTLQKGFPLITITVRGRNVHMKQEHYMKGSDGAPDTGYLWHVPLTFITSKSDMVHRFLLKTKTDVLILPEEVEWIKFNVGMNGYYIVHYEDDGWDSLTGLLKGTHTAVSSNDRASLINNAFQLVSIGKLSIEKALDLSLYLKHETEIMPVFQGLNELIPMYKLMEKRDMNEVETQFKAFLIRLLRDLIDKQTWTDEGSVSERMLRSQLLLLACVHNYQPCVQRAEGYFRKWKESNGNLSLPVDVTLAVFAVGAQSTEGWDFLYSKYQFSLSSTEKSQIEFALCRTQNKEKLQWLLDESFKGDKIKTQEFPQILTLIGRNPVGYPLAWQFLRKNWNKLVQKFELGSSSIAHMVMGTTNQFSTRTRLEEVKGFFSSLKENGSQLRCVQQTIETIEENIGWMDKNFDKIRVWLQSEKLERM
Statin myotox sup = suppressors of simvastatin-induced myotoxicity in C2C12 myotubes; ATP luminescence, 48 h; scaled: DMSO 0, geranylgeraniol control 100; rescue of ATP level, % at 7.49 µM; AID 602340; actives 0.78% (n = 330,000);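 active = mean ATP rescue above about 67%, or every replicate alone reaching that limit, limit read from the data, passing the limit was not always enough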;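 note: myotubes were challenged with 10 µM simvastatin during compound exposure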
S100A4 MyoIIA = S100A4-myosin IIA interaction inhibition. P26447. S100A4/TAMRA-MyoIIA peptide fluorescence polarization. inhibition, % at 10.7 µM. actives 0.14% (n = 360,000);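 active = mean inhibition of at least 70% across replicates, with every replicate also reaching that level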
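Assay system: human S100A4 monomer with TAMRA-labelled myosin IIA peptide / Buffer or medium: Calcium-containing HEPES buffer, pH 7.2 / Reagent: TAMRA-labelled myosin IIA heavy-chain peptide probe, 5 nM / Compound: one dose per compound / Timing: polarization read 5 min after assay mix addition, stable 5–60 min / Benchmarks: neutral control DMSO, positive control TFP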
XiGFP reactiv = activators of X-chromosome reactivation in mouse fibroblasts; AID 743238; activation, % at 7.58 µM; actives 0.055% (n = 360,000); XiGFP mouse fibroblasts, % GFP-positive cells imaging, 3 d; cells co-treated with 5-aza-dC sensitizer; scaled so ellipticine positive control = 100%;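 active = mean normalized replicate activation at least 10% and every replicate at or above 10%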;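 note: 0% = median of on-plate neutral control wells and 100% = ellipticine 6 µM median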
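Material: XiGFP fibroblasts, SV40-immortalized; Buffer or medium: DMEM containing 5-aza-dC; Compound dosing: single point; Times: 3 days compound exposure.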
LGR2 antag = blocks bursicon-induced cAMP signaling via Drosophila LGR2 | HEK293 LGR2, CRE-luciferase, bursicon-stimulated, 4 h | inhibition, % at 9.99 µM | actives 0.35% (n = 380,000);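 active = drop in luminescence signal, shown as inhibition above about 50% in the replicate tests, limit read from the data, passing the limit was not always enough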;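 note: agonist challenge used bursicon conditioned medium at about half maximal strength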
PGC1a acetyl inh = PGC1a acetylation modulation, inhibitor mode; U2OS PGC1a acetylation, AlphaScreen anti-acetyl-lysine; with virally co-expressed GCN5 acetyltransferase; inhibition, % at 15.6 µM; actives 0.17% (n = 350,000);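 active = every replicate shows inhibition of at least 40%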;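 note: 0% = neutral control wells and 100% = positive control wells; some results beyond the cut were filed as inactive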
* hit, by the source's call; / = not tested or not shown; & = joins results of further samples. A portion of the library, so the mix of outcomes need not match the whole.

SMILES	SIRT5 block	Cneo AK release	ERAP1 HTS inh	Statin myotox sup	S100A4 MyoIIA	XiGFP reactiv	LGR2 antag	PGC1a acetyl inh
COCC(=O)N(C)C[C@H]1Oc2cc(Br)ccc2S(=O)(=O)N([C@@H](C)CO)C[C@H]1C	-8	3	2	-4	-5	0.5	-6	-1
CCOc1ccc(-c2nc3scc(-c4cccs4)c3c(=O)[nH]2)cc1	-11	/	4	/	-14	0.0	-13	/
COC(=O)CN(c1cc(Cl)ccc1OC)S(=O)(=O)c1ccc(C)cc1	6	/	/	/	7	-0.1	7	-14
C/C(=N/OC(=O)c1c(-c2ccccc2Cl)noc1C)c1cnccn1	-4	/	4	/	-1	0.0	-3	1
CCOc1cc(C(=O)OC(C)C(=O)Nc2ccc(NC(C)=O)cc2)ccc1OCC(=O)N1CCCCC1 (configuration not stated)	-12	-4	6	6	-4	0.2	6	/
Cc1ccc(CNC(=O)Nc2ccc(F)cc2)n1C	1	-1	2	-7	0	0.0	10	7
CCOc1ccc(S(=O)(=O)n2cc(F)c(=O)[nH]c2=O)cc1[N+](=O)[O-]	0	0	1	-3	17	0.0	-2	6
O=C(C[C@H]1C[C@@H]2c3cc(NS(=O)(=O)c4ccc(F)cc4)ccc3O[C@@H]2[C@@H](CO)O1)NCc1ccc(Cl)cc1	2	-3	0	15	-15	0.4	28	9
Cc1ccc(-c2cccc(NC(=O)C3C4C=CC(C4)C3C(=O)O)c2)o1 (configuration not stated)	0	-4	0	22	3	/	-9	13
COc1ccc(NC(=O)Nc2ccc3c(c2)CC(=O)N([C@@H](C)CO)C[C@H](C)[C@H](CN(C)C(=O)NC(C)C)O3)cc1	-4	6	1	-24	-12	0.5	2	11
CO[C@H]1CN(C)C(=O)c2cc(NS(=O)(=O)c3cn(C)cn3)ccc2OC[C@H](C)N(C)C[C@@H]1C	/	-2	/	3	/	-0.1	-1	-7
CC1=CC(C)[C@@H]2COC(c3ccc(O)cc3)[C@H]1C2C (some centres not stated)	1	4	-1	12	2	0.1	-7	/
CCOC(=O)C(O)C1CCc2c([nH]c3ccc(C)cc23)C1=O (configuration not stated)	-5	2	-1	/	-8	0.2	-16	12
CCc1nnc(NS(=O)(=O)c2ccc(NC(=S)NC(=O)c3ccc(OC)c(OC)c3)cc2)s1	2	/	-1	/	-5	0.4	18	/
COc1ccc(CN2CCCC(N3CCc4ccccc4C3)C2)c(O)c1 (configuration not stated)	-7	1	0	10	-3	0.0	/	-15
COc1ccc(O)c(C2=Nc3ccccc3N=C(c3ccccc3)C2)c1	-3	-4	0	-31	-11	0.0	-29	4
CC(C)N(C(=O)COC(=O)Cn1cnc2ccccc21)c1ccccc1	0	/	-6	7	0	0.2	2	7
CC(=O)N1CCC[C@H]1C(=O)O	/	/	0	10	4	0.0	-11	/
Oc1ccccc1-n1nc2ccc3nonc3c2n1	1	/	0	-5	-3	0.3	-12	/
Cc1ccc(-n2c(C)cn(C(=O)c3ccccc3)c2=S)cc1	15	-1	-2	-7	-7	/	-16	-6
COc1cccc(NC(=O)C(C)NS(=O)(=O)c2ccc(Br)cc2)c1 (configuration not stated)	-3	-2	-1	/	11	-0.1	3	-10
OC[C@H]1[C@H](c2ccc(-c3ccc(F)cc3)cc2)[C@H]2CN(Cc3ccccn3)CCCCN21	-6	2	3	/	-2	0.0	-30	-10
COc1ccc(S(=O)(=O)NCCCCCC(=O)NCCCN2CCOCC2)cc1	2	3	2	-7	-1	/	-4	-27
COc1cc(C(C)=O)ccc1OC(=O)N1CCOCC1	11	2	-1	4	-3	0.2	-8	-1
CCC1(c2ccc(F)cc2)NC(=O)N(CC(=O)NC2CCCC(C)C2C)C1=O (configuration not stated)	/	0	5	6	-5	0.1	-1	-27

Next part; it opens with the 3 that closed the last part.
SMILES	SIRT5 block	Cneo AK release	ERAP1 HTS inh	Statin myotox sup	S100A4 MyoIIA	XiGFP reactiv	LGR2 antag	PGC1a acetyl inh
COc1ccc(S(=O)(=O)NCCCCCC(=O)NCCCN2CCOCC2)cc1	2	3	2	-7	-1	/	-4	-27
COc1cc(C(C)=O)ccc1OC(=O)N1CCOCC1	11	2	-1	4	-3	0.2	-8	-1
CCC1(c2ccc(F)cc2)NC(=O)N(CC(=O)NC2CCCC(C)C2C)C1=O (configuration not stated)	/	0	5	6	-5	0.1	-1	-27
CCCCOC(=O)N1CCOCCOCCOCC1	-2	/	8	/	2	0.0	8	/
COc1ccc(-n2c(COc3cccc(C)c3)n[nH]c2=S)cc1	-5	2	0	17	-5	0.2	5	1
O=C1NC(=O)C(=Cc2ccc(Cl)c(Cl)c2)S1	-6	0	-3	-14	2	0.3	-65	10
CC(=O)N1CCN(c2cc3c(cc2F)c(=O)c(C(=O)O)cn3C2CC2)CC1	-10	/	-2	/	0	0.0	-8	-4
O=C(Nc1ccccc1)N1C[C@@H]2N[C@H](C1)C2c1ccc(-c2ccccc2)cc1 (some centres not stated)	3&-1	/	3&2	/	35&41	0.1&0.1	-7&3	-1&-23
O=C(CSc1nc(Nc2ccccc2)nc(N2CCOCC2)n1)Nc1cccc([N+](=O)[O-])c1	-1	-3	-1	8	-1	0.5	3	/
CC(C)NC(=O)Nc1cccc2c1O[C@H](CN(C)S(=O)(=O)c1cn(C)cn1)[C@@H](C)CN([C@H](C)CO)C2=O	0	2	0	/	2	0.0	/	-2
C[C@H]1CN([C@@H](C)CO)S(=O)(=O)c2ccc(C#CC3CC3)cc2O[C@@H]1CN(C)Cc1cccnc1	5	-1	-3	-35	-2	-0.2	-13	2
CN1C(=O)c2cccc3c(S(N)(=O)=O)ccc1c23	-4	2	-7	-12	1	0.0	5	-6
CCc1nonc1NC(=O)c1oc2cc(C)c(Cl)cc2c1C	5	0	-7	11	-3	0.0	-4	-10
C[C@@H]1CN([C@H](C)CO)C(=O)c2cc(NC(=O)CCN3CCOCC3)ccc2O[C@@H]1CN(C)S(C)(=O)=O	-3	-5	-2	23	9	0.1	16	3
O=C(CN1C(=O)S/C(=C\c2ccc(C(=O)O)cc2)C1=O)Nc1ccccc1	0	-3	/	13	-1	0.0	7	4
CC(C)(C)NC(=O)C(c1cccs1)N(Cc1ccco1)C(=O)c1csnn1 (configuration not stated)	-1	0	1	-8	1	0.2	-2	/
CCCCCCCCCC(=O)N1CCN(c2cc3c(cc2F)c(=O)c(C(=O)O)cn3CC)CC1	-2	4	-1	-1	11	0.1	-3	3
COC(=O)c1cc(NC(=O)c2c(-c3ccccc3)noc2C)ccc1N1CCOCC1	-4	0	2	/	-1	0.6	1	1
Cc1cccc(C)c1OCC(O)Cn1ccnc1C (configuration not stated)	-2	1	2	17	0	0.0	2	-16
CCN(CC)S(=O)(=O)c1cnccc1N1CCN(c2cccc(Cl)c2)CC1	/	-1	/	/	/	0.0	2	-15
O=C(O)C1CCN(c2ncccn2)CC1	/	1	/	-12	/	/	17	6
COc1ccc(NC(=O)Nc2cccc3c2O[C@H](CN(C)CC2CC2)[C@@H](C)CN([C@@H](C)CO)C3=O)cc1	-3	60	0	9	17	-1.1	8	4
Fc1ccccc1N1CCN(C(c2ccccn2)c2nnnn2C2CCCCC2)CC1 (configuration not stated)	/	0	/	17	/	/	-6	-17
COc1ccc(NC(=O)CSc2c3c(nc4cc(Cl)ccc24)CCCC3)cc1OC	-3	/	-1	/	0	0.0	7	/
C[C@H](CO)N1C[C@H](C)[C@@H](CN(C)CC2CCCCC2)Oc2c(NC(=O)C3CC3)cccc2C1=O	-6	0&-1	0&-3	36&-6	-2&-15	-1.1&0.1	-9&-2	-8&-13
CO[C@H]1CN(C)C(=O)c2ccc(NC(=O)Nc3cccc(Cl)c3)cc2OC[C@@H](C)N(C(=O)Nc2c(C)noc2C)C[C@@H]1C	1	0	0	10	-8	0.4	4	/

Full records, quoted from the list:
Profile of `CCOc1ccc(S(=O)(=O)n2cc(F)c(=O)[nH]c2=O)cc1[N+](=O)[O-]` = SIRT5 block: 0; Cneo AK release: 0; ERAP1 HTS inh: 1; Statin myotox sup: -3; S100A4 MyoIIA: 17; XiGFP reactiv: 0.0; LGR2 antag: -2; PGC1a acetyl inh: 6
Profile of `COC(=O)CN(c1cc(Cl)ccc1OC)S(=O)(=O)c1ccc(C)cc1` = SIRT5 block: 6; Cneo AK release: /; ERAP1 HTS inh: /; Statin myotox sup: /; S100A4 MyoIIA: 7; XiGFP reactiv: -0.1; LGR2 antag: 7; PGC1a acetyl inh: -14
Profile of `COCC(=O)N(C)C[C@H]1Oc2cc(Br)ccc2S(=O)(=O)N([C@@H](C)CO)C[C@H]1C` = SIRT5 block: -8; Cneo AK release: 3; ERAP1 HTS inh: 2; Statin myotox sup: -4; S100A4 MyoIIA: -5; XiGFP reactiv: 0.5; LGR2 antag: -6; PGC1a acetyl inh: -1

Reformatted as a markdown table: part of the list above
| compound | SIRT5 block | Cneo AK release | ERAP1 HTS inh | Statin myotox sup | S100A4 MyoIIA | XiGFP reactiv | LGR2 antag | PGC1a acetyl inh |
| --- | --- | --- | --- | --- | --- | --- | --- | --- |
| C[C@@H]1CN([C@H](C)CO)C(=O)c2cc(NC(=O)CCN3CCOCC3)ccc2O[C@@H]1CN(C)S(C)(=O)=O | -3 | -5 | -2 | 23 | 9 | 0.1 | 16 | 3 |
| O=C(CN1C(=O)S/C(=C\c2ccc(C(=O)O)cc2)C1=O)Nc1ccccc1 | 0 | -3 | / | 13 | -1 | 0.0 | 7 | 4 |
| CC(C)(C)NC(=O)C(c1cccs1)N(Cc1ccco1)C(=O)c1csnn1 (configuration not stated) | -1 | 0 | 1 | -8 | 1 | 0.2 | -2 | / |
| CCCCCCCCCC(=O)N1CCN(c2cc3c(cc2F)c(=O)c(C(=O)O)cn3CC)CC1 | -2 | 4 | -1 | -1 | 11 | 0.1 | -3 | 3 |
| COC(=O)c1cc(NC(=O)c2c(-c3ccccc3)noc2C)ccc1N1CCOCC1 | -4 | 0 | 2 | / | -1 | 0.6 | 1 | 1 |
